Source: PubChem BioAssay
pPAFAH FP inh = pPAFAH enzyme inhibitors, primary screen, biochemical, fluorescence polarization, human | Platelet-activating factor acetylhydrolase (Homo sapiens), Q13093 | inhibition, % at 3.39 µM | recombinant pPAFAH, FP-rhodamine probe fluorescence polarization | 330,000 compounds, 1.5% hits;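 active means inhibition above the mean inhibition across the screen plus 3 SD, cut at about 25% in these data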;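 further: inhibitors block binding of the rhodamine activity-based probe so polarization drops; 0% = enzyme with DMSO and 100% = wells lacking pPAFAH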
LYPLA2 inh = LYPLA2 inhibitors, primary screen, counter-screen for PME1 inhibitor project, biochemical, fluorescence polarization, FP-Rh probe ABPP; Acyl-protein thioesterase 2 (Homo sapiens), O95372; recombinant LYPLA2; inhibition, % at 5.9 µM; 320,000 compounds, 0.38% hits; AID 2177, 2009;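 active means inhibition above the screen-wide mean plus 3 SD, limit set per campaign, cut at about 26% in these data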;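 further: 0% = LYPLA2 with DMSO and 100% = wells lacking LYPLA2 enzyme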
Target sequence (O95372 whole entry, looked up): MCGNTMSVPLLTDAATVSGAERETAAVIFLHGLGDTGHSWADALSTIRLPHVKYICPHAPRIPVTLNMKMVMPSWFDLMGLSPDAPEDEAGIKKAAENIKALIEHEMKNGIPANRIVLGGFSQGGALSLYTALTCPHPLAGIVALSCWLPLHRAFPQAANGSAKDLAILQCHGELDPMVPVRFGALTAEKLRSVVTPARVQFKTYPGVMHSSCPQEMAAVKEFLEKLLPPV
PAFAH1B2 inh = PAFAH1B2 enzyme inhibitors, primary screen, biochemical, fluorescence polarization, human. Platelet-activating factor acetylhydrolase IB subunit alpha2 (Homo sapiens), P68402. 340,000 compounds, 1.2% hits. recombinant PAFAH1B2, FP-rhodamine activity probe. AID 492953, 2010. inhibition, % at 3.39 µM;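 active means inhibition above the mean of all tested compounds plus 3 SD, cut at about 24% in these data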;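 further: 0% = enzyme with DMSO and 100% = wells lacking PAFAH1B2; many of its hits are not listed in these tables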
Target sequence (P68402 whole entry, looked up): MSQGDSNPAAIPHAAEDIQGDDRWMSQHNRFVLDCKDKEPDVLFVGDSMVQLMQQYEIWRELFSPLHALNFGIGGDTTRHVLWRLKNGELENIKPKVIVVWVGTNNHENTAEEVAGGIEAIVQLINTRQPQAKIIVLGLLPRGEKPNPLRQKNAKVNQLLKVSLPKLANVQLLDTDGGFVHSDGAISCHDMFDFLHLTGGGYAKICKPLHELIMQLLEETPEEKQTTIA
PAFAH1B3 FP inh = PAFAH1B3 enzyme inhibitors, primary screen, biochemical, fluorescence polarization, human; Platelet-activating factor acetylhydrolase IB subunit alpha1 (Homo sapiens), Q15102; recombinant PAFAH1B3, FP-rhodamine probe; inhibition, % at 3.39 µM; 340,000 compounds, 0.28% hits; AID 492972, 2010;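 active means inhibition above the screen-wide average of all tested compounds plus 3 SD, cut at about 25% in these data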;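 further: 0% = enzyme with DMSO only and 100% = wells lacking PAFAH1B3 protein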
PREPL inhibitor = PREPL enzyme inhibitors, primary screen, biochemical, fluorescence polarization. Prolyl endopeptidase-like (Homo sapiens), Q4J6C6. recombinant PREPL, fluorescence polarization activity-based probe. inhibition, % at 5.96 µM. 320,000 compounds, 0.68% hits. AID 2751, 2010; in the data active means inhibition above about 43%;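 further: 0% = enzyme with DMSO and 100% = wells lacking enzyme; many of its hits are not listed in these tables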
PAFAH2 inh = PAFAH2 enzyme inhibitors, primary screen, biochemical, fluorescence polarization, human; Platelet-activating factor acetylhydrolase 2, cytoplasmic (Homo sapiens), Q99487; recombinant PAFAH2, FP-rhodamine activity probe; inhibition, % at 3.39 µM; 340,000 compounds, 0.99% hits; AID 492956, 2010;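 active means inhibition above the mean over all tested compounds plus 3 SD, cut at about 30% in these data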;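 further: inhibitors block probe labeling of enzyme so polarization drops; 0% = enzyme with DMSO and 100% = wells lacking PAFAH2 protein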
LYPLA1 counter = LYPLA1 inhibitors, primary screen, counter-screen for PME1 inhibitor project, biochemical, fluorescence polarization, FP-Rh probe ABPP; recombinant LYPLA1; inhibition, % at 5.9 µM; 320,000 compounds, 0.16% hits;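 active means inhibition above the mean of all tested compounds plus 3 SD, set per campaign, cut at about 14% in these data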;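 further: inhibitors block serine hydrolase probe labeling of LYPLA1 so polarization falls; 0% = enzyme with DMSO and 100% = wells lacking LYPLA1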
Target sequence (O75608 whole entry, looked up): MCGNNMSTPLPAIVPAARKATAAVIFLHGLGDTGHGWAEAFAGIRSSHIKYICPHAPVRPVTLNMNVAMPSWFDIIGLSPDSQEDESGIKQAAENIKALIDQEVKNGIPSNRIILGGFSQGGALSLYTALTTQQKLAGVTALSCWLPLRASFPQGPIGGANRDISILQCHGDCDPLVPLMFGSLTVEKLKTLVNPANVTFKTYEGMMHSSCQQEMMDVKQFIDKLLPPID
EBNA-1 inh = EBNA-1 DNA-binding inhibitors, primary screen, biochemical, fluorescence polarization. 300,000 compounds, 0.34% hits. inhibition, % at 14.8 µM; in the data active means inhibition above about 28%
ZTA counter = ZTA (EBV) inhibition in EBNA-1 counter-screen. P03206. ZTA-DNA binding, fluorescence polarization. inhibition, % at 11 µM. 320,000 compounds, 0.15% hits. AID 2234; in the data active means inhibition above about 33%
Target sequence (P03206 whole entry, looked up): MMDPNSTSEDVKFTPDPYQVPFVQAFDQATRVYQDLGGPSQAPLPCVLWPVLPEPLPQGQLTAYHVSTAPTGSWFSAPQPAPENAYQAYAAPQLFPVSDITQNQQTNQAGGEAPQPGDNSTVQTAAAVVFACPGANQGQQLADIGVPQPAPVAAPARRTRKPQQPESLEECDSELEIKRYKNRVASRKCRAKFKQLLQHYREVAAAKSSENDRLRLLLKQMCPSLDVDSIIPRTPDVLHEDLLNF
* hit, by the source's call; x = no result given; & = joins results of further samples.

A first look:
Compound,pPAFAH FP inh,LYPLA2 inh,PAFAH1B2 inh,PAFAH1B3 FP inh,PREPL inhibitor,PAFAH2 inh,LYPLA1 counter,EBNA-1 inh,ZTA counter
CCC(C(=O)NC1CCCC1)N(C(=O)c1snc(C(N)=O)c1N)c1ccc(OC)cc1 (stereo unspecified),5,1,6,-2,5,-2,1,6,15
CC(=O)c1cccc(NC(=O)CC2Oc3ccc(C)cc3NC2=O)c1 (stereo unspecified),3,-8,-1,5,2,7,-4,7,-4

All compounds of this part, repeating the preview:
Compound,pPAFAH FP inh,LYPLA2 inh,PAFAH1B2 inh,PAFAH1B3 FP inh,PREPL inhibitor,PAFAH2 inh,LYPLA1 counter,EBNA-1 inh,ZTA counter
CCC(C(=O)NC1CCCC1)N(C(=O)c1snc(C(N)=O)c1N)c1ccc(OC)cc1 (stereo unspecified),5,1,6,-2,5,-2,1,6,15
CC(=O)c1cccc(NC(=O)CC2Oc3ccc(C)cc3NC2=O)c1 (stereo unspecified),3,-8,-1,5,2,7,-4,7,-4
Cc1ccc2c(C)c(C(=O)N3CCC(O)(c4ccccc4)CC3)oc2c1C,5,-7,-2,3,-10,-3,-4,6,10
Cc1nc(S(=O)(=O)c2ccc(Cl)cc2)c(N(C)C)o1,1,-4,6,5,9,-4,1,-1,-17
Cc1csc(SCC(=O)NCCc2ccc(Cl)cc2Cl)n1,2,0,17,1,-4,3,0,7,5
COc1cc(OC)c(-c2c3cc(O)c(=O)cc-3oc3cc(O)c(O)cc23)cc1OC,-146,-348,-141,-254,-333,-240,-174,5,19
O=C(/C(=C/c1ccc(Cl)cc1)c1nc2ccccc2[nH]1)c1ccccc1,-4,-33,-15,-22,-4,-33,-22,2,12
O=C(NCC1CCCN1S(=O)(=O)c1cccs1)C(=O)Nc1ccc(F)cc1 (stereo unspecified),7,1,-1,0,3,1,0,3,2
Cc1cccc2c3c([nH]c12)CCN(C)C3,-1,2,-4,9,27,0,4,-6,2
O=C(CN1CCN(Cc2ccc3c(c2)OCO3)CC1)N1CCc2[nH]c3ccc(F)cc3c2C1,2,14,-1,12,23,15,3,6,11
C(C#CCCCCCCCCC[n+]1ccccc1)#CCCCCCCCCC[n+]1ccccc1,9,6,9&4,10&7,28,7&12,4,-3,-1
CCn1cc(/C=N\NC(=O)C2(C)CC2(Cl)Cl)c(C)n1 (stereo unspecified),5,0,-2,-2,-6,-1,4,-3,-7
O=C(c1cc2cc(Cl)ccc2o1)N1CCCC1,1,-6,3,22,-26,11,-3,-26,-2
O=S(=O)(NCc1ccccn1)c1ccc(Cl)c(C(F)(F)F)c1,2,16,2,7,0,6,4,3,-5
COc1ccc(C2=Nn3c(nnc3-c3cc(C)[nH]n3)SC2)cc1,0,2,7,3,-6,6,-4,0,7
Cn1c(=O)[nH]c2cc(Cl)cnc21,1,-1,-1,1,-4,-3,2,-1,-13
O=C(NCCCN1CCOCC1)C(=O)N/N=C/c1ccccc1,2,-4,4,5,1,5,-2,-5,-21
COc1ccc(C2C(C#N)=C(N)N(c3ccccc3C#N)C3=C2C(=O)CCC3)cc1CN1CCCC1 (stereo unspecified),-3,0,-3,-1,26,6,0,-4,-3
COC(=O)C/C=C/N(Cc1ccccc1OC)S(=O)(=O)CCl,3,x,4,6,x,3,x,x,x
COc1cc(NC(=S)NC(=O)c2ccccc2F)ccc1NC(=O)c1cccs1,-2,-1,-4,-2,-4,-7,-5,-2,-4

Pulled by structure from above (three):
Compound,pPAFAH FP inh,LYPLA2 inh,PAFAH1B2 inh,PAFAH1B3 FP inh,PREPL inhibitor,PAFAH2 inh,LYPLA1 counter,EBNA-1 inh,ZTA counter
Cc1cccc2c3c([nH]c12)CCN(C)C3,-1,2,-4,9,27,0,4,-6,2
CC(=O)c1cccc(NC(=O)CC2Oc3ccc(C)cc3NC2=O)c1 (stereo unspecified),3,-8,-1,5,2,7,-4,7,-4
COc1cc(NC(=S)NC(=O)c2ccccc2F)ccc1NC(=O)c1cccs1,-2,-1,-4,-2,-4,-7,-5,-2,-4

Further records.
Compound,pPAFAH FP inh,LYPLA2 inh,PAFAH1B2 inh,PAFAH1B3 FP inh,PREPL inhibitor,PAFAH2 inh,LYPLA1 counter,EBNA-1 inh,ZTA counter
O=C(NC1CCCCNC1=O)c1ccc(Cl)cc1 (stereo unspecified),0,-1,3,-4,-14,8,-3,-4,-3
CC(C)OCCCNC(=O)CNC(=O)c1cccs1,1,-2,-3,6,4,-3,-3,14,3
O=C(Cn1c(CO)nc2ccccc21)Nc1cc(C(F)(F)F)ccc1N1CCOCC1,0,6,0,3,19,2,5,0,-9
COc1ccc(/C=C/C(=O)Nc2cc(S(=O)(=O)N3CCCCC3)ccc2N2CCCCC2)cc1OC,4,2,3,11,-4,-6,3,13,0
CCC(C)NC(=O)c1c(F)c(F)c(F)c(F)c1F (stereo unspecified),0,10,1,5,14,-4,2,2,-15
CCCCN(CC)S(=O)(=O)c1ccc2c(c1)n(C)c(=O)c(=O)n2C,6,-1,5,0,4,-7,0,4,-9
Cc1nn(Cc2c(Cl)cccc2Cl)c(C)c1NC(=O)CCCn1nc([N+](=O)[O-])c(Cl)c1C,3,4,1,6,0,3,2,-5,15
O=C1NC(c2ccccc2)=CC(c2ccccc2O)N1 (stereo unspecified),4,3,4,2,-8,-3,4,5,13
COc1ccc2cc(C(=O)C3CCCN(C(=O)c4snnc4C)C3)ccc2c1 (stereo unspecified),4,3,2,-6,18,-3,1,-8,-12
CN(C)/C=N/c1c(C#N)cnn1-c1ncnc2sc(-c3ccccc3)cc12,3,10,1,1,-1,-2,2,13,9
Cc1ccc(N2C(=O)c3ccccc3NC2c2ccccc2O)cc1 (stereo unspecified),-4,-10,2,-6,-2,6,-3,-2,-10
CC(C)(C)N(Cc1ccccc1)C(=O)COC(=O)CSc1ccc([N+](=O)[O-])cc1,9,4,21,3,15,1,2,3,12
CN1CCC(N2CCN(c3cccc(C(F)(F)F)c3)CC2)CC1,7,3,0,4,0,7,0,6,-8
Cc1cccc(CN2C3=NCCCN3c3ccccc32)c1,7,14,1,2,7,0,1,0,-11
Cn1nc(C(=O)NCc2cccnc2)c2ccccc2c1=O,0,6,-1,15,5,1,3,7,5
COc1ccc(CN2CCNC(=O)C2CC(=O)NCCCC2CCCC2)c(F)c1 (stereo unspecified),7,0,8,1,3,4,3,-6,-17
O=C(CS(=O)(=O)c1cn(CC(=O)N2CCCC2)c2ccccc12)Nc1ccccc1,2,-1,1,-3,-4,-2,-2,-1,1
CC1CCN(S(=O)(=O)c2ccc(NC(=O)CN3CCCCCC3)cc2)CC1,8,4,30*,2,0,-3,3,-6,-5
O=C(Nc1ccnn1C1CCN(CCCc2ccccc2)CC1)c1cccc(F)c1,0,2,-1,11,-24,-2,3,-2,9
O=C(Nc1ccccc1)C1C2/C=C\CCCCC21 (stereo unspecified),2,18,4,1,0,8,1,1,11
NC(=O)C1CCN(C(=O)CCC(=O)c2cccs2)CC1,5,x,-2,-2,9,4,x,x,x
CC1CCCCN1C(=O)COC(=O)c1ccc(=O)n(Cc2ccccc2)n1 (stereo unspecified),2,4,3,-2,3,2,0,6,15
COc1ccccc1-n1nnnc1SCC(=O)NCC1(N2CCOCC2)CCCCC1,0,3,-3,7,14,3,3,x,0
S=C(NCCCN1CCOCC1)Nc1cccc(-c2nnc3n2CCCCC3)c1,-1,8,0,11,9,-8,1,-10,-16
O=C1CC(N2CCN(c3ccc(Cl)c(Cl)c3)CC2)C(=O)N1 (stereo unspecified),2,13,7,7,13,13,8,0,3
Cc1cccc(Oc2ccccc2NS(=O)(=O)c2ccc(CCC(=O)O)cc2)c1,10,1,1,0,-1,0,-2,x,6
Brc1ccccc1-c1nnc(COc2ncnc3c2cnn3-c2ccccc2)o1,-6,3,-5,-1,-17,1,-3,-11,4
O=C(/C=C/c1ccc2c(c1)OCO2)Nc1cccnc1,5,-6,8,2,-2,0,-1,-4,-15
COc1ccc(OC)c(NC(=O)Cc2coc3cc(C)cc(C)c23)c1,14,-2,2,1,28,4,-3,10,-10
CS(=O)(=O)N(CC(=O)O)Cc1cccc(CN(CC(=O)O)S(C)(=O)=O)c1,-5,-2,-5,5,5,-17,1,-4,17

Compound profiles, as listed above. Order of screens: pPAFAH FP inh, LYPLA2 inh, PAFAH1B2 inh, PAFAH1B3 FP inh, PREPL inhibitor, PAFAH2 inh, LYPLA1 counter, EBNA-1 inh, ZTA counter
COc1ccc(OC)c(NC(=O)Cc2coc3cc(C)cc(C)c23)c1 is listed with 14, -2, 2, 1, 28, 4, -3, 10, -10
O=C(/C=C/c1ccc2c(c1)OCO2)Nc1cccnc1 is listed with 5, -6, 8, 2, -2, 0, -1, -4, -15
S=C(NCCCN1CCOCC1)Nc1cccc(-c2nnc3n2CCCCC3)c1 is listed with -1, 8, 0, 11, 9, -8, 1, -10, -16
CC1CCCCN1C(=O)COC(=O)c1ccc(=O)n(Cc2ccccc2)n1 (stereo unspecified) is listed with 2, 4, 3, -2, 3, 2, 0, 6, 15
NC(=O)C1CCN(C(=O)CCC(=O)c2cccs2)CC1 is listed with 5, x, -2, -2, 9, 4, x, x, x

Additional records
Compound,pPAFAH FP inh,LYPLA2 inh,PAFAH1B2 inh,PAFAH1B3 FP inh,PREPL inhibitor,PAFAH2 inh,LYPLA1 counter,EBNA-1 inh,ZTA counter
Cc1[nH]c2ccccc2c1C(=O)COC(=O)CCS(=O)(=O)c1ccccc1Cl,-2,0,-3,1,0,-5,-2,-2,-5
O=C1CCc2cc(S(=O)(=O)N3CCN(c4cccc(C(F)(F)F)c4)CC3)ccc2N1,3,2,0,4,-9,-2,2,-7,14
COc1ccc(/C=C/C(=O)N(CC(C)C)CC(C)C)cc1Br,7,6,1,6,16,-2,0,1,-19
COCCOC(=O)c1c(NC(=O)CNc2ccc(C)c(F)c2)sc(C(N)=O)c1C,5,5,2,3,8,-9,2,42*,-3
COC(=O)c1ccc(OC)c(CSc2nnc(COc3cccc(C)c3)o2)c1,0,3,4,3,-9,3,-5,0,4
Cc1cc(C)c(NC(=O)CCCOC(=O)C2=COCCO2)c(C)c1,5,2,2,9,-2,4,-2,-3,0
Cc1ccnc(NC(=O)CCNC(=O)c2ccccc2Cl)c1,1,5,6,2,1,-3,2,0,12
CCOC(=O)COC(=O)c1ccc(Oc2cc(C)nc(SC)n2)cc1,13,8,1,11,6,2,1,0,4
COC(=O)CCCC1=CC2=CC(=O)C(C)(OC(=O)c3cccs3)C(=O)C2=CN1CCN1CCOCC1 (stereo unspecified),5,-7,1,-2,5,-10,4,-1,2
COc1cccc(NC(=O)c2cc(=O)c3ccccc3o2)c1,3,3,0,0,17,5,0,-8,-3

These rows are one share of the data (hit frequency here may not be typical).
